miR122 inh = miR-122 Renilla sensor signal increase in Huh7, primary screen, miR-122 inhibitor project, cell-based, single point, plate reader | Huh7 miR-122 Renilla luciferase sensor, 48 h; neutral wells = 0, positive control = 100 | activation (reporter increase), % at 12.5 µM | 0.3% of 340,000 active | AID 602342, 2012;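 active = mean replicate activation score at least 90 and every replicate individually at or above 90; inconclusive = only one of the two criteria met; inactive = neither criterion met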;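 also: higher luciferase means less miR-122 activity so hits act as miR-122 inhibitors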
FN deposition inh = inhibitors of fibronectin matrix deposition, primary screen, AH1F cells, Alexa488-fibronectin fluorescence, plate reader. inhibition, % at 12.6 µM. 0.086% of 350,000 active. AH1F fibroblasts, overnight. AID 743247, 2014;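 active = mean inhibition across replicates of 30% or more, regardless of how many single replicates reach that level; inconclusive = mean under 30% yet at least half of replicates reach 30%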;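 also: positive control wells lacked labelled fibronectin entirely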
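Material: AH1F fibroblast monolayer depositing Alexa488-labelled fibronectin into matrix / Amount: 10000 AH1F cells per well / Signal: fluorescence 485/525 nm / Medium: DMEM, 2% serum / Compound: single dose, pinned / Incubation: 1 h cell adhesion before compound, then overnight fibronectin incubation / Reagent: Alexa488-FN, 24 nM final / Read-out: inhibition of fibronectin deposition signal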
DENV2 CPE rescue = inhibitors of DENV2 cytopathic effect, primary screen, cell-based, plate reader, single concentration; DENV2-infected cells, cytopathic effect rescue; CPE inhibition, % at 9.99 µM; 1.7% of 350,000 active; AID 651640, 2012; in the data active = CPE inhibition above about 20%, passing the limit was not always enough; inconclusive = no clear call, values can overlap the other calls; tested in BHK-21 cells;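 also: 0% = median of neutral control wells and 100% = median of positive control wells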
INS-1E GSIS act = GLuc luminescence reporter in INS-1E cells, primary screen for activators of glucose-dependent secretion of insulin; activation, % at 16.6 µM; 0.61% of 370,000 active; INS-1E GLuc reporter insulin secretion, 2-3 h; AID 743287, 2014;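 active = lowest replicate activation of at least 40%, so every replicate reaches that level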;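 also: 0% = median of neutral control wells and 100% = median of IBMX positive control wells; some compounds called inactive have numbers as strong as hits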
EWS-Fli block = EWS/Fli-driven NR0B1 reporter inhibitors, primary screen, A673 cells, NR0B1 luciferase, luminescence, MLPCN library; viability-normalised; inhibition, % at 12.6 µM; 0.67% of 350,000 active; AID 651661, 2012;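 active = mean inhibition of at least 50% after viability correction, with every replicate also passing that limit; inconclusive = mean reaches 50% but only one of two replicates passes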;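 also: firefly luciferase signal divided by Alamar Blue viability fluorescence both relative to DMSO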
CFTR F508del cor = F508del CFTR correction, initial screen, CFBE line, single point; CFBE cells, YFP halide quenching; stimulated with forskolin plus potentiator P3; % fluorescence drop versus neutral controls; 0.36% of 350,000 active; AID 720511, 2013; activity (quench increase), % at 7.58 µM;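 active = mean added fluorescence quench of at least 8% versus neutral control, with both replicates also reaching 8%; inconclusive = only one of the mean or replicate conditions met; inactive = mean below 8% and not both replicates reaching 8%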;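 also: cells transiently co-express mutant CFTR-F508del with the halide-sensitive YFP; corrector assay measuring rescue of mutant channel to the surface after 24 h compound exposure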
PAX8 reporter = inhibitors of PAX8-driven TPO luciferase reporter, primary screen, RMG-I cells, single concentration; 1.2% of 360,000 active; inhibition, % at 12.6 µM; SteadyGlo, 24 h;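 active = mean replicate inhibition at least 60% with every replicate also reaching 60%; inconclusive = only one of the two criteria is met; inactive = mean below 60% and not all replicates reaching 60%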;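 also: luciferase light reporting Pax8 driven TPO promoter activity; plate controls were median of neutral control wells for no effect and mitoxantrone controls for full effect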
* marks the source's active call; other numbers are inactive results; [ ] = dose if it differs, or a comment.

`COc1cc2[nH]c3ccccc3c2cc1C` gave miR122 inh 10, DENV2 CPE rescue -5, EWS-Fli block -10 and CFTR F508del cor -0.5.
For O=C(Cc1ccccn1)N[C@H]1CC[C@H](CCNS(=O)(=O)c2cccc(F)c2)O[C@H]1CO the results were miR122 inh 12[16.7 µM], FN deposition inh -24, DENV2 CPE rescue 3, INS-1E GSIS act 3, EWS-Fli block 6, CFTR F508del cor 0.2 and PAX8 reporter -2.
CCc1ccc([C@@H]2C[C@H]3CN(Cc4ccccc4OC)C(=O)[C@]34CCCN24)cc1 was read as FN deposition inh -9, DENV2 CPE rescue 11, INS-1E GSIS act -1, EWS-Fli block -4 and PAX8 reporter 20.
For O=C(NCC1CCCO1)c1ccccc1 (centres undefined) the results were miR122 inh -3, FN deposition inh 2 and PAX8 reporter -5.
Screening COc1ccc(CN(C)C[C@H]2Oc3c(NC(=O)Nc4ccc(F)cc4)cccc3C(=O)N([C@H](C)CO)C[C@@H]2C)cc1 returned miR122 inh 19[16.7 µM], DENV2 CPE rescue -1, INS-1E GSIS act -10, EWS-Fli block 6, CFTR F508del cor -2.4 and PAX8 reporter 3.
`CC(=O)N(C)C[C@H]1Oc2ncc(C#C[C@@H](C)O)cc2C(=O)N([C@H](C)CO)C[C@@H]1C` gave miR122 inh -11[16.7 µM], FN deposition inh -31, DENV2 CPE rescue -5, INS-1E GSIS act 7, EWS-Fli block -11 and CFTR F508del cor -1.2.
CC(C)(O)C#Cc1ccc([C@@H]2[C@@H](CO)N3CCCCN(Cc4ccccc4F)C[C@@H]23)cc1 was read as miR122 inh 0[16.7 µM], DENV2 CPE rescue -7, INS-1E GSIS act 10, EWS-Fli block 0, CFTR F508del cor 0.4 and PAX8 reporter 2.
`CN(Cc1ccccc1)C(=O)COc1ccc(N(C)S(=O)(=O)c2ccc(F)cc2)cc1` gave FN deposition inh 2, DENV2 CPE rescue 0, INS-1E GSIS act -37, EWS-Fli block -3, CFTR F508del cor -0.5 and PAX8 reporter 12.
Screening Cc1cccc(Nc2nc(N)nc(CSC(=S)N3CCOCC3)n2)c1 returned FN deposition inh 2, INS-1E GSIS act 0 and PAX8 reporter -3.
For CO[C@@H]1CN(C)C(=O)c2cc(NC(=O)c3ccccc3F)ccc2OC[C@@H](C)N(C(=O)c2ccccc2F)C[C@@H]1C the results were FN deposition inh 1, DENV2 CPE rescue -2, INS-1E GSIS act -4, EWS-Fli block 1, CFTR F508del cor -1.8 and PAX8 reporter 5.
Screening COc1ccc(S(=O)(=O)NCCC(=O)N2CCCN(C)CC2)cc1 returned miR122 inh 3, FN deposition inh -8, DENV2 CPE rescue inconclusive, INS-1E GSIS act 0, EWS-Fli block 0, CFTR F508del cor 0.0 and PAX8 reporter 9.
For CC(=O)c1ccc(-c2ccc(C(=O)NCC3CCCO3)o2)cc1 (centres undefined) the results were miR122 inh 5, FN deposition inh 4, DENV2 CPE rescue -15, INS-1E GSIS act -7, EWS-Fli block -27, CFTR F508del cor 2.7 and PAX8 reporter -33.
`CC(OC(=O)CCN1C(=O)C2CC=CCC2C1=O)C(=O)Nc1cccc(Cl)c1` (centres undefined) gave DENV2 CPE rescue 10, INS-1E GSIS act 63*, EWS-Fli block -3, CFTR F508del cor 1.7 and PAX8 reporter 1.
`CC(=O)c1cccc(NC(=O)CN(C2CCCCC2)S(C)(=O)=O)c1` gave miR122 inh 5, FN deposition inh -8, INS-1E GSIS act 6 and PAX8 reporter -14.
Screening Cn1c(SCC(=O)NC2CCCCC2)nnc1-c1ccccn1 returned miR122 inh 1, DENV2 CPE rescue 6, INS-1E GSIS act -8, EWS-Fli block -4, CFTR F508del cor -1.3 and PAX8 reporter 5.

Reprinted from the results shown for reference:
`COc1cc2[nH]c3ccccc3c2cc1C` gave miR122 inh 10, DENV2 CPE rescue -5, EWS-Fli block -10 and CFTR F508del cor -0.5.
For O=C(Cc1ccccn1)N[C@H]1CC[C@H](CCNS(=O)(=O)c2cccc(F)c2)O[C@H]1CO the results were miR122 inh 12[16.7 µM], FN deposition inh -24, DENV2 CPE rescue 3, INS-1E GSIS act 3, EWS-Fli block 6, CFTR F508del cor 0.2 and PAX8 reporter -2.

Further structures.
O=S(=O)(c1cccc2nsnc12)N1CCN(c2ccccc2F)CC1 was read as FN deposition inh -5, DENV2 CPE rescue 1, INS-1E GSIS act -2, EWS-Fli block 5, CFTR F508del cor 0.4 and PAX8 reporter 28.
C[C@@H]1CN([C@H](C)CO)C(=O)c2cc(NS(=O)(=O)c3cccs3)ccc2O[C@@H]1CN(C)Cc1ccc(Cl)c(Cl)c1 was read as miR122 inh 3[16.7 µM], DENV2 CPE rescue 3, INS-1E GSIS act -40, EWS-Fli block -3, CFTR F508del cor 3.0 and PAX8 reporter 37.
Screening Cc1cc(Cn2nc(C(=O)NCc3cccc(C(F)(F)F)c3)cc2-c2ccccc2)on1 returned miR122 inh 8, FN deposition inh 1, DENV2 CPE rescue -13, EWS-Fli block -3, CFTR F508del cor -1.2 and PAX8 reporter 9.
COc1cccc(C2C3=C(CC(C)(C)CC3=O)OC(N)=C2[N+](=O)[O-])c1 (centres undefined) was read as miR122 inh 7, FN deposition inh -2 and PAX8 reporter -6.
CC(NC(=O)c1cc(-c2cccnc2)nc2ccc(Br)cc12)C1CCCO1 (centres undefined) was read as miR122 inh -3, FN deposition inh -3, DENV2 CPE rescue 1, INS-1E GSIS act 5, EWS-Fli block 7, CFTR F508del cor -3.2 and PAX8 reporter 4.
For COc1ccc(Cl)cc1S(=O)(=O)N1CCCc2ccccc21 the results were miR122 inh 3, FN deposition inh -4, DENV2 CPE rescue 1, INS-1E GSIS act -35, CFTR F508del cor -0.9 and PAX8 reporter -1.
`COc1cccc(OC)c1NC(=O)C1CCCN1C(=O)Nc1ccccc1Cl` (centres undefined) gave FN deposition inh 3, DENV2 CPE rescue 8, INS-1E GSIS act 8, EWS-Fli block 2, CFTR F508del cor 4.8 and PAX8 reporter -9.
`S=c1[nH]nc(Cc2ccccc2)n1-c1ccc(Cl)cc1` gave FN deposition inh -4, DENV2 CPE rescue -5, INS-1E GSIS act 9, EWS-Fli block 4 and PAX8 reporter -4.
Screening Cc1ccc(S(=O)(=O)N2CCCCC2)cc1NC(=O)CSc1nnc(N)s1 returned FN deposition inh 0, DENV2 CPE rescue 2, INS-1E GSIS act -28, EWS-Fli block 4, CFTR F508del cor 0.0 and PAX8 reporter 11.
For CCCNC(=O)Nc1ccc2c(c1)C(=O)N(C)[C@@H]1CC[C@H](CC(=O)NCc3ccccc3)O[C@H]1CO2 the results were miR122 inh 0[16.7 µM], FN deposition inh 4, DENV2 CPE rescue 2, INS-1E GSIS act -2, EWS-Fli block 4, CFTR F508del cor 1.7 and PAX8 reporter 8.
COC(=O)C1CCCN1C(=O)C12CC3CC(CC(C3)C1)C2 (centres undefined) was read as miR122 inh 5, FN deposition inh -7, DENV2 CPE rescue -1, INS-1E GSIS act -6, EWS-Fli block 14, CFTR F508del cor 0.9 and PAX8 reporter 10.
Screening O=C(Nc1ccc(Cl)c(Cl)c1)N[C@@H]1CC[C@@H](CCn2cc(C3CC3)nn2)O[C@H]1CO returned FN deposition inh -2, DENV2 CPE rescue 1, INS-1E GSIS act -32, EWS-Fli block -13, CFTR F508del cor -0.6 and PAX8 reporter -4.
Screening CCN(CC)S(=O)(=O)c1ccc(N2CCOCC2)c(NC(=O)c2nn(C)c(=O)c3ccccc23)c1 returned miR122 inh -1, FN deposition inh 0, DENV2 CPE rescue 1, INS-1E GSIS act 5, EWS-Fli block 10, CFTR F508del cor 5.5 and PAX8 reporter -9.
For COCC(=O)Nc1ccc2c(c1)[C@@H]1C[C@@H](CC(=O)N[C@H](C)c3ccccc3)O[C@H](CO)[C@@H]1O2 the results were miR122 inh 0[16.7 µM], FN deposition inh -5, DENV2 CPE rescue 2, INS-1E GSIS act 5, EWS-Fli block 0, CFTR F508del cor -1.6 and PAX8 reporter 0.
For CC(C)C#Cc1ccc([C@@H]2[C@@H](CO)N(C(=O)C3CC3)[C@H]2C#N)cc1 the results were FN deposition inh -12, DENV2 CPE rescue -3, INS-1E GSIS act -3, EWS-Fli block -2, CFTR F508del cor 0.2 and PAX8 reporter -6.
Screening COCC(=O)N1C[C@@H](C)[C@H](OC)CN(C)C(=O)c2cc(NC(=O)NC(C)C)ccc2OC[C@@H]1C returned miR122 inh -22[16.7 µM], FN deposition inh -1, DENV2 CPE rescue -3, INS-1E GSIS act 8, EWS-Fli block 9, CFTR F508del cor -4.0 and PAX8 reporter 1.
Screening C[C@@H]1CN([C@@H](C)CO)S(=O)(=O)c2ccc(C#CC3CC3)cc2O[C@@H]1CN(C)Cc1ccccn1 returned miR122 inh 18[16.7 µM], FN deposition inh 0, DENV2 CPE rescue -1, INS-1E GSIS act 18, EWS-Fli block 4 and CFTR F508del cor 1.2.
O=C(O)c1ccc(-c2ccc(/C=C3\NC(=O)N(Cc4ccc(Cl)cc4)C3=O)o2)cc1 was read as miR122 inh -3, FN deposition inh 9, DENV2 CPE rescue -2, INS-1E GSIS act -7, EWS-Fli block 2, CFTR F508del cor 0.7 and PAX8 reporter 19.
For N#CCc1nn2c3c(cnc2c1C#N)C(=O)CCC3 the results were miR122 inh 5, DENV2 CPE rescue 5, INS-1E GSIS act -5, EWS-Fli block 1, CFTR F508del cor 1.6 and PAX8 reporter -13.
`O=C(CC1CC1)N1CC(=O)N2[C@H](CO)[C@@H](c3ccc(C#Cc4ccc(F)cc4)cc3)[C@H]2C1` gave DENV2 CPE rescue 1, INS-1E GSIS act -25, EWS-Fli block -2, CFTR F508del cor 3.1 and PAX8 reporter -13.
Screening COc1ccc(CN(C)C[C@@H]2Oc3ccc(N(C)C)cc3CC(=O)N([C@@H](C)CO)C[C@H]2C)cc1 returned miR122 inh 8[16.7 µM], DENV2 CPE rescue 11, INS-1E GSIS act 4, EWS-Fli block -8, CFTR F508del cor 0.4 and PAX8 reporter 10.
CCCC(=O)Nc1ccc(C(=O)NNC(=S)NC(=O)c2ccc(Br)o2)cc1 was read as FN deposition inh 8, DENV2 CPE rescue -5, INS-1E GSIS act 9, EWS-Fli block 18, CFTR F508del cor -2.5 and PAX8 reporter 4.
Screening COC(=O)CCc1nc2cc(Cl)ccc2n(Cc2ccccc2)c1=O returned FN deposition inh 12, DENV2 CPE rescue 1, INS-1E GSIS act 44, EWS-Fli block 0, CFTR F508del cor 4.2 and PAX8 reporter 4.
O=C(Cc1ccsc1)N1CCc2c([nH]c3ccccc23)C1c1ccccn1 (centres undefined) was read as FN deposition inh -1, DENV2 CPE rescue -6, INS-1E GSIS act -32, EWS-Fli block -1, CFTR F508del cor -3.2 and PAX8 reporter 1.
COc1ccc(N2CCN(C(=O)c3ccccc3NC(=O)C3=C(C)OCCS3)CC2)cc1 was read as miR122 inh 0, FN deposition inh -12, DENV2 CPE rescue -3, INS-1E GSIS act 25, CFTR F508del cor -2.2 and PAX8 reporter -1.
Screening Cc1ccc(S(=O)(=O)N(C)C[C@@H]2OCCCC[C@@H](C)Oc3ccc(NC(=O)Nc4c(C)noc4C)cc3C(=O)N([C@H](C)CO)C[C@@H]2C)cc1 returned miR122 inh -7[16.7 µM], FN deposition inh -2, DENV2 CPE rescue -5, INS-1E GSIS act 12, EWS-Fli block -19, CFTR F508del cor 0.3 and PAX8 reporter -23.
